# High-throughput results (PubChem BioAssay)
# NF-kB expr up: raises NF-kB expression in human neuronal cells; NF-kB reporter expression; hits give high values; fold change at 12.5 µM; hit rate 1.6% among 190,000; AID 1239; in the data active = fold change above about 3.3
# FLuc inh counter: counter-screen for luciferase assay inhibitors: firefly luciferase inhibition. ATPLite firefly luciferase biochemical luminescence, 10 min. AID 1006. hit rate 1.5% among 200,000. inhibition, % at 10 µM. P08659;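 active = inhibition above about 50% when tested at 10 µM, limit read from the data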
# Target sequence (P08659 whole entry, looked up): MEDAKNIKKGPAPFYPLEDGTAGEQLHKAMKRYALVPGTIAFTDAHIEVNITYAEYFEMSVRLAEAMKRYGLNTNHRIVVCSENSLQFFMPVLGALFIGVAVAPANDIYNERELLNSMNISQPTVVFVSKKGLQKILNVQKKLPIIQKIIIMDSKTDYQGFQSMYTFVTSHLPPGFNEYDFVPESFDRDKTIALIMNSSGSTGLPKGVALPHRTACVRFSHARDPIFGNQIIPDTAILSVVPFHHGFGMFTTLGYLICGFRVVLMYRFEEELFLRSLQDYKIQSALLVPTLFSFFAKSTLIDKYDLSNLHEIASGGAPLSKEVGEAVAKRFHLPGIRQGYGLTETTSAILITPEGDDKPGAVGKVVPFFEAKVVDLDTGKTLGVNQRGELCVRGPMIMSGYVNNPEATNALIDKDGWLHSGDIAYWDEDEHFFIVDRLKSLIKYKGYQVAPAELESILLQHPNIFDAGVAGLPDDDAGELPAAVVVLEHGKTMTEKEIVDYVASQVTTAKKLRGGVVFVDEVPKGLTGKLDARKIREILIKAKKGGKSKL
# APP 5'UTR act: APP 5'UTR luciferase reporter activation | hit rate 1% among 190,000 | activation, % at 2 µM | SH-SY5Y APP 5'UTR luciferase reporter, luminescence; zero percent = DMSO vehicle wells;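 active = activation above a set limit, based on mean plus 3 SD of controls, cut at about 140% in these data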; also: values of inactives mirror those of a sister screen read the other way
# STAT3 inh: inhibitors of IL-6 induced STAT3 signaling; U3A cells, IL-6 STAT3-luciferase reporter, luminescence; host cell line lacks STAT1; inhibition, % at 5.5 µM; hit rate 0.89% among 190,000; AID 862;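 active = inhibition above the mean inhibition across all screened compounds plus 3 SD, cut at about 44% in these data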;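 also: 0% = DMSO only wells and 100% = 100 µM nifuroxazide control wells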
# STAT1 inh: STAT1 signaling inhibition | NIH 3T3 STAT1-luciferase reporter, IFN-gamma, luminescence | inhibition, % at 5.5 µM | hit rate 0.35% among 200,000;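 active = inhibition above a set limit, the mean inhibition across all tested compounds plus 3 SD, cut at about 34% in these data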;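 also: 0% = IFN-gamma with DMSO and 100% = IFN-gamma with 300 µM nifuroxazide; values of inactives mirror those of a sister screen read the other way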
# STAT3 act: increases IL-6 driven STAT3 reporter signal; U3A cells, IL-6 STAT3-luciferase reporter, luminescence; 100% = signal with IL-6 EC80 alone; activation (% of control), % at 5.6 µM; hit rate 0.91% among 190,000;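 active = activation above the screen-wide mean of compound activation plus 3 SD, cut at about 130% in these data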;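 also: 0% = background luminescence of wells with medium and substrate only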
#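 Detection: reporter luminescence signal / Assay system: STAT1-lacking human U3A cells, STAT3 luciferase reporter / Incubation: compound pre-incubation 1 h before IL-6, then 6 h stimulation at 37 °C / Control set: IL-6-only high control / Read-out: % activation relative to IL-6 control / Probe or stimulus: Interleukin-6, 33 ng/mL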
# ROMK primary: modulators of human ROMK potassium channel; hit rate 2% among 130,000; AID 1918; B-score at 10 µM; Tet-inducible ROMK, thallium flux fluorescence; actives lie on both sides;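 active = signal ratio slope over the read window, or its plate-corrected B-score, at least 3 SD from the plate mean, either direction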;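 also: B-score of the F/F0 ratio slope over 7 to 12 s after thallium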
# Target sequence (P48048 whole entry, looked up): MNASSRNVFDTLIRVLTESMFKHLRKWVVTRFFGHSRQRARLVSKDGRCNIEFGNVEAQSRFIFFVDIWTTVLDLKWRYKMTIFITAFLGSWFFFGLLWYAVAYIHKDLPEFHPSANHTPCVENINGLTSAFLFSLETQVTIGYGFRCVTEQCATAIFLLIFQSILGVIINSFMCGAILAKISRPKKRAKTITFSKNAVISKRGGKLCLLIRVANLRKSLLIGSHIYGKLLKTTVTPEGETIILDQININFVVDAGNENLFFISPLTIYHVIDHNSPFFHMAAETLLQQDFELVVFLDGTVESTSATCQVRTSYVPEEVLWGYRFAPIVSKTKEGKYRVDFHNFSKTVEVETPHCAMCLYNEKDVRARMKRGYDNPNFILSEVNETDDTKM
# FLuc stim CS: affects firefly luciferase, flagging false hits in luciferase stimulation screens. 200,000 tested, under 10 active. AID 1027. activation factor at 10 µM. ATPlite luciferase biochemical, luminescence, 10 min; 0 = ATP-free wells, 1 = DMSO control. P08659;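 active = luciferase activation factor, scaled between plate controls, of at least 2 with compound at 10 µM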
#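 System: Luciferase/luciferin detection reagent, cell-free biochemical luciferase assay | Medium: PBS buffer for ATP | Dosing: Test compounds dosed from 2 mM stocks in 100% DMSO | Timing: 10 min at ambient temperature | Signal: Luminescence measurement of luciferase light output | Evaluation: Luciferase activation, seen as luminescence increase over controls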
# APP transl inh: APP translation inhibition. AID 1285. inhibition, % at 2 µM. SH-SY5Y APP 5'UTR-luciferase reporter, luminescence. hit rate 0.82% among 190,000;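 active = inhibition above a set limit, derived from the sample mean plus 3 SD, cut at about 45% in these data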; also: values of inactives mirror those of a sister screen read the other way
# STAT1 activator: increases IFN-gamma driven STAT1 reporter signal; NIH 3T3 STAT1-luciferase reporter, luminescence; 100% = IFN-gamma alone, no compound; activation (% of control), % at 5.5 µM; hit rate 2.6% among 200,000; AID 932;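 active = activation above the screen-wide mean activation plus 3 SD, cut at about 130% in these data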;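 also: raw ratio to IFN-gamma control signal so 100% means no change and 0% no light; values of inactives mirror those of a sister screen read the other way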
# Numbers without * were called inactive; nt = not tested or not shown.
SMILES,NF-kB expr up,FLuc inh counter,APP 5'UTR act,STAT3 inh,STAT1 inh,STAT3 act,ROMK primary,FLuc stim CS,APP transl inh,STAT1 activator
CC1CCCCC1NC(=O)CSc1nnc(COc2ccccc2Cl)o1 (stereo unspecified),1.11,9.5,5.6,-3.1,4.2,105.4,nt,0.9,-5.6,96.1
NC(=O)c1cc([N+](=O)[O-])ccc1NCc1cccnc1,0.85,-6.5,-21.4,11.4,3.8,92.3,-0.83,1.1,21.4,96.0
Cc1cccc(NC(=O)COC(=O)c2ccc([N+](=O)[O-])o2)c1C,1.07,-5.1,-0.5,7.5,4.0,97.6,0.0581,1.1,0.5,96.2
CC(C)n1c(-c2cccnc2)nc2cnccc21,0.94,-4.2,17.6,-5.1,3.9,107.9,nt,1,-17.6,97.7
Cc1nc(C)c(C(=O)C2=C(O)C(=O)N(CCN3CCOCC3)C2c2cccs2)s1 (stereo unspecified),1.37,-4.5,-0.7,-8.2,2.4,106.8,nt,1,0.7,97.8
Cc1cc2ncn(C(=O)c3c(-c4ccccc4Cl)noc3C)c2cc1C,1.13,-2.9,-6.1,5.8,7.2,99.5,nt,1,6.1,93.4
c1csc(CNc2nc(-c3cccs3)nc3ccccc23)c1,1.04,-5.7,13.9,12.9,5.5,94.1,0.0151,1.1,-13.9,93.1
Cc1cc(C)c(C(=O)CN2C(=O)NC3(CCCCCC3)C2=O)cc1C,1.61,-7.9,14.2,-3.9,-25.6,106.5,0.0372,1.1,-14.2,121.5
CC1(C)CC(=O)C2=C(C1)N(Cc1cccnc1)C(=O)C2(NC(=O)c1ccc(F)cc1)C(F)(F)F (stereo unspecified),1.22,-1.3,9.9,4.5,3.2,99.8,nt,1,-9.9,97.1
O=c1cc(N2CCCCC2)c(-c2ccccc2)nn1Cc1c(Cl)cccc1Cl,1.12,2.6,-8.6,1.8,-12.9,99.7,nt,1,8.6,111.5
CCOC(=O)N1CCN(c2cc3[nH]c(=S)[nH]c3cc2F)CC1,1.17,-7.0,-1.6,10.6,-4.8,92.9,0.281,1.1,1.6,98.8
NS(=O)(=O)c1cc2c(cc1Cl)NC(CSCc1ccccc1)=NS2(=O)=O,1.06,-1.1,1.2,-6.1,-3.1,107.4,-0.157,1,-1.2,102.9
CCn1cc(C2=NC(C)CO2)c2ccccc21 (stereo unspecified),0.82,-6.0,-0.3,2.6,-0.4,102.9,-0.436,1.1,0.3,100.3
O=C(COc1ccc2c(c1)C(=O)CC1(CCCCC1)O2)NCc1ccccn1,0.86,-4.7,nt,15.1,2.3,92.3,nt,1,nt,97.9
CC(C)N1CCN(CC#Cc2ccccc2)CC1CCO (stereo unspecified),1.24,1.4,0.8,-1.6,2.5,106.6,-0.0448,1,-0.8,97.6
CCC(C)NC(=O)c1cnn2c(C)c3c(nc12)CCCC3 (stereo unspecified),1.17,-0.7,1.2,25.0,-3.9,85.7,1.76,1,-1.2,103.6
O=C(CSc1nnc(-c2cccs2)n1Cc1ccccc1)N1CCc2ccccc2C1,0.78,4.3,2.1,-6.0,-15.3,108.8,nt,1,-2.1,114.0
COCCNC(=O)C1Cc2c(ccc3ccccc23)O1 (stereo unspecified),1.01,0.2,4.1,4.5,2.2,101.7,1.3,1,-4.1,96.1
O=C1CC(c2ccco2)CC(O)=C1C=Nc1cc(Cl)ccc1O (stereo unspecified),3.36*,8.6,0.6,-3.4,10.2,107.8,0.469,0.9,-0.6,90.7
NC(=S)N=Nc1c(O)[nH]c2c(Br)cc(Br)cc12,0.94,-0.3,17.0,7.9,-6.8,93.5,nt,1,-17.0,106.5
CCn1c(=NC(=O)CN2C(=O)CCC2=O)sc2c(C)cc(C)cc21,1.1,-4.4,4.7,-6.3,1.8,109.1,nt,1,-4.7,98.3
Cc1cc(NS(=O)(=O)c2ccc(NC(=O)C(C)N3C(=O)c4ccccc4C3=O)cc2)nc(C)n1 (stereo unspecified),1.02,-7.1,-3.0,2.9,4.7,98.8,0.659,1.1,3.0,91.2
O=C(C[n+]1ccccc1)c1ccc(-c2ccccc2)cc1,1.13,-5.0,10.2,12.6,8.6,93.3,-0.204,1.1,-10.2,93.4
O=C(O)CCCCCNC(=O)c1ccccc1,0.99,-4.8,8.8,5.4,0.0,93.2,0.0637,1,-8.8,100.0

# Structures shown so far that have two or more sulfur atoms, in the order listed:
SMILES,NF-kB expr up,FLuc inh counter,APP 5'UTR act,STAT3 inh,STAT1 inh,STAT3 act,ROMK primary,FLuc stim CS,APP transl inh,STAT1 activator
Cc1nc(C)c(C(=O)C2=C(O)C(=O)N(CCN3CCOCC3)C2c2cccs2)s1 (stereo unspecified),1.37,-4.5,-0.7,-8.2,2.4,106.8,nt,1,0.7,97.8
c1csc(CNc2nc(-c3cccs3)nc3ccccc23)c1,1.04,-5.7,13.9,12.9,5.5,94.1,0.0151,1.1,-13.9,93.1
NS(=O)(=O)c1cc2c(cc1Cl)NC(CSCc1ccccc1)=NS2(=O)=O,1.06,-1.1,1.2,-6.1,-3.1,107.4,-0.157,1,-1.2,102.9
O=C(CSc1nnc(-c2cccs2)n1Cc1ccccc1)N1CCc2ccccc2C1,0.78,4.3,2.1,-6.0,-15.3,108.8,nt,1,-2.1,114.0

# More results follow:
SMILES,NF-kB expr up,FLuc inh counter,APP 5'UTR act,STAT3 inh,STAT1 inh,STAT3 act,ROMK primary,FLuc stim CS,APP transl inh,STAT1 activator
C=CCNc1ncnc2c1[nH]c1ccccc12,1.1,-5.7,-1.4,27.8,22.3,78.9,nt,1.1,1.4,79.3
CCN(CC)CC#CCC(OC)(c1ccccc1)c1ccccc1,1.23,-7.5,8.3,7.0,0.7,95.9,-0.399,1.1,-8.3,99.8
Cc1ccc(N2Cc3ccccc3OC(C)C2=O)cc1 (stereo unspecified),1.08,-4.8,9.2,21.6,0.2,88.8,nt,1,-9.2,99.8
COc1cc(OC)nc(NC(=O)CSc2nc3ccccc3[nH]2)n1,0.78,3.2,24.3,10.3,7.4,95.0,nt,1,-24.3,93.3
COc1ccc(/C=C2/NC(=O)N(CC(=O)Nc3cccc(C)c3)C2=O)cc1O,1.04,-4.5,-3.0,31.1,-19.0,79.9,0.384,1,3.0,115.6
CC(c1ccc(F)cc1)n1c(Cn2ncc3ccccc3c2=O)n[nH]c1=S (stereo unspecified),0.86,1.6,-6.7,10.2,13.4,98.4,-0.447,1,6.7,87.6
Cc1sc2nc(CN3CCCCC3)nc(Nc3ccc4c(c3)OCCO4)c2c1C,1.08,-1.2,27.4,10.8,-5.9,93.0,-3.14,1,-27.4,105.4
CCc1c(C(=O)NCc2cnn(C)c2)csc1C,1.09,-5.9,1.5,2.6,7.1,98.7,nt,1.1,-1.5,93.5
O=C(c1cccc(S(=O)(=O)N2CCc3ccccc32)c1)N1CCN(c2ccccn2)CC1,0.99,-6.1,-5.5,7.9,5.6,95.1,1.1,1.1,5.5,92.7
Cc1ccc(CNC(=O)c2nc3nc(C)cc(C)n3n2)cc1,1.16,-7.3,-3.1,6.3,0.6,97.9,nt,1.1,3.1,99.5
CCn1cc(C(=O)O)c(=O)c2cc(F)c(N/N=C/c3ccccc3)cc21,0.65,5.3,6.5,18.7,-4.7,86.1,nt,0.9,-6.5,104.2
COc1cccc(-n2nc(C(=O)N3CCN(Cc4ccccc4)CC3)c3ccccc3c2=O)c1,0.88,0.8,-18.9,5.1,-0.2,102.2,-0.0101,1,18.9,99.9
O=C(c1ccc(COc2ccc(Cl)cc2)o1)N1N=C(C(F)F)CC1(O)C(F)F (stereo unspecified),0.83,-5.4,1.2,-6.8,-4.7,108.1,nt,1.1,-1.2,104.2
COc1ccc2c(C)cc(SCC(=O)NCCN3C(=O)CSC3=O)nc2c1,0.96,-1.8,-1.6,-1.6,1.9,100.1,nt,1,1.6,98.3
COc1cc(/C=N/n2cnnc2)ccc1OCCSc1ccc(C)cc1,1.55,-6.9,2.1,4.3,-13.5,106.2,nt,1.1,-2.1,112.1
C=CCc1c(C)nc(SC)nc1Nc1ccc(C)cc1,0.79,-1.0,nt,-2.7,-1.4,108.5,-0.134,1,nt,101.3
COc1ccc2nc3ccccc3nc2c1,2.11,20.3,45.0,-1.6,-48.9,102.4,0.0854,0.8,-44.9,143.7*
Cc1nnnn1/C(=C\c1ccccc1)C(=O)OCC(=O)NC(C)(C)C,0.82,-4.8,-19.9,18.9,25.6,86.5,-8.23*,1,19.9,76.9
Cc1ccc(-c2cc(C(=O)Nc3sc4c(c3C(=O)NCc3ccco3)CCC4)[nH]n2)c(O)c1,1.43,-2.8,12.6,-2.4,0.0,104.9,nt,1,-12.6,100.0
Cc1cccc(N2C(=O)C(Cl)=C(Nc3c(C)n(C)n(-c4ccccc4)c3=O)C2=O)c1C,1.21,-4.2,2.6,2.5,-5.7,98.9,1.88,1,-2.6,104.8
COc1ccc(C2(CNC(C)=O)CCOCC2)cc1OC,0.87,-8.4,nt,12.1,3.7,97.2,nt,1.1,nt,96.6
Cc1ccc2[nH]c(=O)c(CN(CCCN(C)C)C(=O)Nc3ccc(F)cc3)cc2c1,0.87,-4.7,9.6,-6.4,3.6,107.6,0.0148,1,-9.6,97.2
COC(=O)c1ccc(CSc2nnc(NC(C)C)s2)cc1,1.35,-5.0,17.2,10.3,1.6,94.5,nt,1.1,-17.2,98.5
CCOc1ccc(NC(=O)NCCCn2c(C)nc3cc(C)c(C)cc32)cc1,0.62,-0.6,2.8,0.7,11.2,97.0,-0.0262,1,-2.8,89.6
COc1ccc(Br)cc1CN(C)CC(=O)Nc1cccc(S(N)(=O)=O)c1,1,-5.2,31.9,9.9,3.7,93.7,0.741,1.1,-31.9,96.4
Cc1ccc(NC(=O)CSc2nc3nc(C)cc(C)c3c(=O)[nH]2)cc1,1.1,-1.3,-4.2,2.2,1.6,101.7,0.0685,1,4.2,98.5
CCC(=O)N(Cc1cc2cc(OC)ccc2[nH]c1=O)c1ccc(C)cc1C,0.43,-0.3,1.0,8.6,-2.4,95.8,nt,1,-1.0,102.2
NS(=O)(=O)c1ccc(NC(=O)COC(=O)COc2ccccc2)cc1,1.15,2.9,2.4,1.8,6.6,102.5,-0.131,1,-2.4,92.7
CCOc1ccccc1NC(=O)/C=C/C(N)=O,1.11,-3.6,-2.0,6.1,-3.4,99.8,0.0457,1,2.0,103.1
COc1ccc(-c2nnc3ccc(SCC(=O)Nc4cc(C)on4)nn23)cc1OC,1.07,-6.4,11.9,6.4,-1.6,98.7,0.716,1.1,-11.9,98.8
O=C(COc1ccccc1)NC(=S)Nc1ccc2c(c1)Cc1ccccc1-2,0.99,-8.6,31.4,15.5,2.1,87.0,0.939,1.1,-31.4,98.2
O=C(Nc1nnc(SCc2ccccc2Cl)s1)c1cccc([N+](=O)[O-])c1,0.92,0.1,2.4,-6.9,-0.1,108.9,nt,1,-2.4,100.1
CSc1cccc(NC(=O)CN(c2ccccc2)S(=O)(=O)N(C)C)c1,0.94,-1.0,-1.1,-8.1,-6.0,110.7,nt,1,1.1,105.5
CCc1ccccc1NC1=NCC(=O)N1Cc1ccccc1,1.31,-6.6,0.0,-0.6,2.0,102.2,-1.34,1.1,0.0,98.1
C=CCn1c(SCC(=O)N2CCc3ccccc3C2)nc2sc(C)cc2c1=O,0.56,-2.2,0.0,33.7,6.6,74.6,nt,1,0.0,94.1
